# Screening data: PubChem BioAssay, several laboratories
# IDE act – human IDE activators in live cells, primary screen, fluorescence polarization, HEK cells, FAbeta-B substrate; Insulin-degrading enzyme (Homo sapiens), P14735; FAbeta-B cleavage; 0% vehicle, 100% cell-free pure enzyme wells; activation, % at 5.96 µM; actives 0.073% (n = 340,000); AID 493087, 2011;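 active = activation above the mean of all tested compounds plus 3 SD, set per screening campaign, cut at about 17% in these data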
# MEKK2 WT-MEK5 – modulators of MEK5 binding to wildtype MEKK2, primary screen, biochemical, multiplex bead flow cytometry, Alexa488-MEK5. Mitogen-activated protein kinase kinase kinase 2 (Homo sapiens), Q9Y2U5. Alexa488-MEK5 binding to MEKK2 WT; actives lie on both sides. binding response (% of control), % at 10 µM. actives 1.1% (n = 290,000). AID 1531, 2009; in the data active = binding response below about 67% or above about 130%
# SUMO HTRF inh – inhibitors of in vitro SUMOylation cascade, primary screen, biochemical, HTRF, uHTS; SUMO-conjugating enzyme UBC9 (Homo sapiens), P63279; HTRF SUMOylation assay, SAE1/SAE2 + UBC9; inhibition, % at 35 µM; actives 0.36% (n = 290,000); in the data active = inhibition above about 50%, passing the limit was not always enough; also: strong numbers were not always called active
# Target sequence (P63279 whole entry, looked up): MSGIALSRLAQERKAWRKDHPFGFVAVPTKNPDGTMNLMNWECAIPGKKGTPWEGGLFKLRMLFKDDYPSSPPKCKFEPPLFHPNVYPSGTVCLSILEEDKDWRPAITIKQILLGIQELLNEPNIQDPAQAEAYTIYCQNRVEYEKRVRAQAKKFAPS
# IDE cell inh – human IDE inhibitors in live cells, primary screen, fluorescence polarization, HEK cells, FAbetaB substrate; Insulin-degrading enzyme (Homo sapiens), P14735; actives 0.41% (n = 320,000); FAbetaB cleavage; inhibition, % at 5.59 µM;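 active = percent inhibition above the average of all tested compounds plus 3 SD, set per screening campaign, cut at about 16% in these data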;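 also: IDE supplied by intact live HEK cells; FP after avidin binding of uncleaved biotin substrate so inhibition keeps polarization high; 0% = DMSO wells and 100% = 60 µM reference IDE inhibitor Ii1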
# MEKK2mut PB1 HTS – MEK5 binding signal on mutant MEKK2 PB1, primary screen, biochemical, multiplex bead flow cytometry, Alexa488-MEK5 | actives 0.35% (n = 290,000) | Alexa488-MEK5 binding to MEKK2 mutant | percent response, % at 10 µM; in the data active = percent response above about 24%, passing the limit was not always enough; also: inactives centre near 1; some results filed as inactive read as strong as hits; reference of the scale not given here
# M18AAP inhibitor – PfM18AAP inhibitors, malaria aminopeptidase, primary screen, biochemical, QFRET, recombinant enzyme | M18 aspartyl aminopeptidase (Plasmodium falciparum 3D7) | H-Glu-NHMec fluorogenic cleavage | inhibition, % at 7.35 µM | actives 1.2% (n = 290,000) | AID 1822, 2009;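 active = inhibition above the campaign mean inhibition over all tested compounds plus 3 SD, cut at about 28% in these data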;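 also: 0% = plate median of test compound wells and 100% = 2 mM ZnCl2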
# MEKK3 PB1 HTS – modulators of MEKK3-MEK5 PB1 binding, primary screen, biochemical, wildtype MEKK3, multiplex bead flow cytometry, Alexa488-MEK5 | Mitogen-activated protein kinase kinase kinase 3 (Homo sapiens), Q99759 | bead-based flow cytometry, Alexa488-MEK5 binding to MEKK3; actives lie on both sides; 0 = blocked by unlabeled MEK5, 100 = vehicle | binding response (% of control), % at 10 µM | actives 1.4% (n = 290,000);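 active = binding response more than 3 SD above or below the average of its plate-row segment, actives on both sides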;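 also: Alexa488 bead fluorescence after subtracting the streptavidin-only scavenger bead signal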
# Target sequence (Q99759 whole entry, looked up): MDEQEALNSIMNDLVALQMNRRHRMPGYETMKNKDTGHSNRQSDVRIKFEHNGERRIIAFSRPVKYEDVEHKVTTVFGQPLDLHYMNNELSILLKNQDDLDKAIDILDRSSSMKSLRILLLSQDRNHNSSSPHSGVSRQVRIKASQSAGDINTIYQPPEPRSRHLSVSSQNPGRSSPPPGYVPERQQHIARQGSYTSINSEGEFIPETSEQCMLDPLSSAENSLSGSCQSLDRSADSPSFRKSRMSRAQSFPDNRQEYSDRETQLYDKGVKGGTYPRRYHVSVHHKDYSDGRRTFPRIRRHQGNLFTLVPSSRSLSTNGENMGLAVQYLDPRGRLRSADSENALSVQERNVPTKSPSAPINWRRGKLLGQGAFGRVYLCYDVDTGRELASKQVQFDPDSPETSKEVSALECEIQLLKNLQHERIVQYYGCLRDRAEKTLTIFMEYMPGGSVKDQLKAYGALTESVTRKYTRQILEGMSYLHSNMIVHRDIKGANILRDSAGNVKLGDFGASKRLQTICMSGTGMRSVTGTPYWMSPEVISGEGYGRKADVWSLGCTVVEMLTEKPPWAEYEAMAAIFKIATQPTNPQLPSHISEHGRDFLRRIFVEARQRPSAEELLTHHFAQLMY
# NALP1 yeast inh – NALP1 inflammasome inhibitors in reconstituted yeast, colorimetric, S. cerevisiae, triplicate retest. S. cerevisiae NALP1/ASC/caspase-1 growth, X-gal OD620, 72 h. inhibition, % at 10 µM. actives 0.61% (n = 280,000). AID 2071, 2009; in the data active = inhibition mostly above about 24%, no sharp cut-off; inactive = mostly below about 32%; also: some compounds called inactive have numbers as strong as hits
# p-CIP stab down – p/CIP-EGFP fusion destabilizers, primary screen, fluorescence, F442A cells; Q05BA5; 16 h; decrease of EGFP signal, % at 10 µM; actives 0.01% (n = 290,000); AID 1984, 2009;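 active = EGFP signal decrease of at least 30% at 10 µM or well 3 SD below plate mean, unless failing retest; inactive = the rest, including hits failing retest or dose response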; also: some compounds called inactive have numbers as strong as hits; many of its hits are not listed in these tables
# * = called active by the depositor; nt = no result given; [ ] = dose if it differs, or a comment.
# Preview, three compounds:
SMILES,IDE act,MEKK2 WT-MEK5,SUMO HTRF inh,IDE cell inh,MEKK2mut PB1 HTS,M18AAP inhibitor,MEKK3 PB1 HTS,NALP1 yeast inh,p-CIP stab down
Cc1cc(OCC(=O)Nc2ccc(CCO)cc2)c2c(C)c(C)c(=O)oc2c1,-2,101,22,-1,3,8,101,-1,3
CC(CC(=O)Nc1nncs1)c1ccccc1 (stereo not drawn),3,108,9,-1,4,5,109,-5,-4
O=C(CSc1nc(-c2cccs2)cc(C(F)(F)F)n1)NCCCn1ccnc1,-5,103,-6,0,0,0,97,18,9

# Results, from the first entry:
SMILES,IDE act,MEKK2 WT-MEK5,SUMO HTRF inh,IDE cell inh,MEKK2mut PB1 HTS,M18AAP inhibitor,MEKK3 PB1 HTS,NALP1 yeast inh,p-CIP stab down
Cc1cc(OCC(=O)Nc2ccc(CCO)cc2)c2c(C)c(C)c(=O)oc2c1,-2,101,22,-1,3,8,101,-1,3
CC(CC(=O)Nc1nncs1)c1ccccc1 (stereo not drawn),3,108,9,-1,4,5,109,-5,-4
O=C(CSc1nc(-c2cccs2)cc(C(F)(F)F)n1)NCCCn1ccnc1,-5,103,-6,0,0,0,97,18,9
Cc1ccc(OCC(=O)OC(C)CN(C)Cc2ccccc2)cc1 (stereo not drawn),3,94,15,-2,-3,-7,94,29,-10
COc1cccc(NC(=O)c2ccc(S(=O)(=O)NCc3cccnc3)cc2)c1,-2,97,2,0,0,1,96,-6,-7
CN(/N=C/c1ccc2c(c1)OCO2)c1nc(N2CCOCC2)nc(N2CCOCC2)n1,4,109,-12,-3,0,-8,118,6,8
COc1ccc(/C=C/C(=O)NCCCc2ccccc2)cc1,1,103,0,-3,-1,-4,100,20,4
Cc1cccc(/C=N/NC(=O)c2cccc([N+](=O)[O-])c2)n1,nt,102,-8,0,3,7,110,16,20
O=C(c1ccccn1)N(CC1CCCO1)C1(C(=O)NC2CCCCC2)CCCCC1 (stereo not drawn),-2,104,-16,3,1,4,104,28,7
CS(=O)(=O)Nc1nc2n(n1)C(c1ccc(F)cc1)CC(c1ccccc1)N2 (stereo not drawn),6,101,4,4,5,1,98,nt,-9
CCC(C)NC(=S)N1CCN(C(c2ccccc2)c2ccccc2)CC1 (stereo not drawn),2,99,-2,-2,-2,-14,102,-8,1
CCOC(=O)C(=O)N1CCN(CC)CC1,-3,104,-10,6,0,-3,102,30,-1
CC(C)CCn1nnnc1C(c1ccccc1)N1CCN(C)CC1 (stereo not drawn),-1,109,0,-2,6,-1,102,2,-6
CN(Cc1nccs1)C(=O)CC1C(=O)NCCN1Cc1ccc(-c2ccccc2)cc1 (stereo not drawn),6,119,21,-1,18,-1,116,31,-3
O=C(Nc1ccc(C#Cc2ccccc2)cc1)C1CC1,0,101,10,5,-2,-5,102,54,-6
C=C(C)C1CC=C(C)/C(=N\NC(=O)CNc2ccccc2OC)C1 (stereo not drawn),6,107,2,-2,0,0,128*,0,4
O=C(NC(Cc1ccccc1)C(=O)O)C1CCCCC1 (stereo not drawn),6,118,-3,-6,19,-7,100,24,-7
CCOC(=O)c1[nH]c(C)c(C(=O)OCC(=O)NC2CCS(=O)(=O)C2)c1C (stereo not drawn),1,101,11,3,1,-11,102,11,-10
COc1ccccc1CNC(=O)c1cnc2ccccn2c1=O,7,114,-20,-5,4,-2,110,26,4
CCOc1ccc(-c2cn(-c3cccc(SC)c3)c(=O)[nH]2)cc1,-1,108,6,4,-2,-6,110,32,-2
CCc1ccc(-c2nc(CN3CCC(C(=O)N4CCN(c5ccccc5)CC4)CC3)c(C)o2)cc1,4,152*,4,0,7,-17,108,-18,6
CC1Cc2cc(/C(O)=C3/C(=O)C(=O)N(Cc4ccco4)C3c3cccs3)ccc2O1 (stereo not drawn),2,102,0,9,0,11,101,6,-4
CCCCNC(=O)c1cn(C)c2ccc(S(=O)(=O)N3CCCC3)cc2c1=O,9,92,-7,6,-2,0,95,4,-5
Cn1nnnc1Sc1c(Cl)cccc1[N+](=O)[O-],-3,97,10,-1,-2,3,101,35,-6
Cc1nc2ccc(F)cc2cc1C(=O)NCC1CCCO1 (stereo not drawn),1,86,8,nt,-7,0,87,33,-9
OCCC1CN(Cc2c(O)ccc3ccccc23)CCN1CCc1ccccc1 (stereo not drawn),-2,112,-15,1,3,1,101,-12,2
O=C(c1ccccc1)C1CCN(C(=O)c2c(F)cccc2F)CC1,1,102,-2,6,1,-5,103,1,5
COc1cccc(/C=N/NC(=O)c2[nH]nc3c2CCc2ccccc2-3)c1O,-1,108,35,1,8,-3,102,16,1
CC1(C)CC(N(Cc2ccc(F)cc2)C(=O)c2ccc(F)cc2)CCO1 (stereo not drawn),0,105,11,4,4,-2,108,-13,-8
Cc1ccc(N(CC(=O)N2CCN(Cc3ccccc3)CC2)S(C)(=O)=O)cc1C,0,96,-2,7,-1,-1,99,2,-10
S=c1[nH]nc(-c2ccccn2)n1/N=C/c1c(Cl)cccc1Cl,1,103,28,9,3,-8,102,19,-10
S=C(NCc1ccc2c(c1)OCO2)Nc1ccc(-c2nc3ccccc3[nH]2)cc1,-5,104,-41,2,-1,3,105,6,7
O=C1NCC(COc2ccc(Cl)cc2)O1 (stereo not drawn),3,107,-3,-10,5,7,109,26,0
O=C(O)c1oc2ccccc2c1CSCc1ccccc1,-1,71,8,5,-34,-8,65,11,6
CCOC(=O)CCCSc1nc2sc(C)c(C)c2c(=O)[nH]1,7,104,17,-9,7,1,102,nt,-4
COc1ccc(C(=O)Nc2sc3c(c2C(=O)O)CC(C)(C)OC3)cc1,-3,101,3,1,0,4,88,28,0
O=C(Nc1ccccc1C(=O)N1CCCCC1)c1ccccc1C(F)(F)F,4,98,2,8,-5,-4,101,-3,10
COC(=O)c1ccc(N2C(=O)Nc3ccccc3N2O)cc1,6,53,1,-2,-31,-6,50*[inhibitor],-3,2
Cn1nc(C(F)(F)F)c(CO)c1Sc1ccc(F)cc1,6,104,17,-1,2,-5,104,-14,-10
Cc1ccc(Cn2c(SCC(=O)NCC3CCCO3)nc3c(sc4ccccc43)c2=O)cc1 (stereo not drawn),0,nt,10,0,nt,1,nt,10,0
Cc1c(C#N)c(N)nc2c3c(sc12)NC(=O)CC3c1ccc(F)cc1 (stereo not drawn),-1,90,-1,0,5,-10,90,22,0
CCN1CCCC1CNC(=O)c1ccc(Sc2ccc(F)cc2)c([N+](=O)[O-])c1 (stereo not drawn),0,118,4,-10,5,-1,101,6,-10
N/C(=N/OCC(=O)Nc1cccc2ccccc12)c1nonc1N,4,88,0,4,-4,7,98,12,4
CCC1CCCCN1CCCNC(=O)CCCOc1cc(=O)n(C)c2ccccc12 (stereo not drawn),-1,99,-4,-1,1,-2,98,4,1
Cc1ccc(CN2CC34C=CC(O3)C(C(=O)NCc3ccc5c(c3)OCO5)C4C2=O)cc1 (stereo not drawn),7,125,15,-6,8,-4,128*,18,-3
CCCCN1CNC(=S)N(CCc2ccccc2)C1,8,99,-8,-5,0,-3,99,20,2
CC12CCC(C(=O)Nc3c(Cl)cccc3Cl)(C(Br)C1=O)C2(C)C (stereo not drawn),-2,97,-22,3,-2,-4,97,8,-6
COc1ccc(N(CC(=O)Nc2ccc3c(c2)OCO3)S(=O)(=O)c2ccccc2)c(OC)c1,2,100,-7,-6,0,5,102,31,7
CC(=O)N1CC(C)Oc2ccc(S(=O)(=O)Nc3ccc(Cl)cn3)cc21 (stereo not drawn),2,97,nt,4,2,4,95,21,-10
C=CCn1c(COc2ccc(Cl)cc2)nnc1SCC(=O)NCC(=O)OCC,0,106,-3,0,2,3,115,2,-10
CC1CC2(C)Oc3ccccc3CC2C(C)C1CNCCCN(C)C (stereo not drawn),5,139*,8,5,21,-4,103,9,2
O=C(OCn1nnc2ccccc2c1=O)C1CCN(S(=O)(=O)c2cccs2)CC1,4,98,5,1,-2,-15,89,12,10
O=C(O)CN1C(=O)/C(=C\c2cccc(OCc3ccc(Cl)cc3Cl)c2)SC1=S,2,103,17,nt,0,3,104,1,0
CCN(c1ccccc1)S(=O)(=O)c1cc([N+](=O)[O-])ccc1N,nt,95,0,2,-7,-4,98,-8,4
O=C(O)C1CCCNC1 (stereo not drawn),nt,97,-8,4,1,-2,109,15,-3
CSc1nc(C)cc(SCC(=O)Nc2ccccc2)n1,3,114,12,3,7,-3,116,36,-12
CC1(C)Cc2nc3oc4c(N5CCOCC5)ncnc4c3cc2CO1,10,104,33,-5,8,0,103,26,-5
CCOC(=O)N1CCN(C(=O)CNC(=O)c2nn(-c3ccc(OC)c(Cl)c3)c(=O)c3ccccc23)CC1,5,105,-1,0,4,2,104,10,7
CCCCn1c(CNC(=O)CC)nc2ccccc21,2,103,-12,-3,4,1,100,nt,-4
O=C(Cn1cnc([N+](=O)[O-])n1)NC1CC1,-1,102,16,2,0,-9,100,18,4

# Continuation:
SMILES,IDE act,MEKK2 WT-MEK5,SUMO HTRF inh,IDE cell inh,MEKK2mut PB1 HTS,M18AAP inhibitor,MEKK3 PB1 HTS,NALP1 yeast inh,p-CIP stab down
O=C(Nc1ccc2c(c1)OCO2)c1ccc(Cl)nc1,6,99,28,1,-1,0,104,10,-11
CN(C1CCCCC1)S(=O)(=O)c1ccc(NC(=O)Cn2nc(-c3ccc(F)cc3)ccc2=O)cc1,5,94,-2,3,-1,7,100,28,-2
CCN(CC)C(=O)CN1CCN(c2ccccc2F)CC1,-2,88,25,1,-3,-10,86,2,-5
SC(COCc1ccccc1)CN1CCN(Cc2ccc3c(c2)OCO3)CC1 (stereo not drawn),-1,142*,-8,3,42,1,108,18,1
COc1ccccc1CNC(=O)Cn1nnnc1CN(C)C(C)C,3,107,8,0,7,-4,104,28,8
CCOP(=O)(OCC)C(Nc1ccccc1)c1cc(OC)ccc1OC (stereo not drawn),4,108,-14,-9,0,0,129,18,8
CCCCOc1ccccc1C(=O)NCCCCCC(=O)O,3,nt,11,-1,nt,2,nt,-4,-5
O=C(O)CSC(=S)N1CCCCC1,-1,104,2,1,0,8,114,15,-8
COC(=O)c1ccc(-c2ccc(F)cc2)nc1C,-8,96,-9,2,-4,-12,93,21,-6
CCCCC(=O)NC(=S)NNC(=O)CCc1ccccc1,-10,76,-59,-1,-31,2,86,nt,0
NC(C(=O)O)C1CC(Cl)=NO1 (stereo not drawn),nt,87,2,4,-5,-4,83,49,0
O=C(COc1ccc([N+](=O)[O-])cc1)N(Cc1cccs1)C1CCS(=O)(=O)C1 (stereo not drawn),0,105,6,0,7,2,106,2,-2
Cc1ccccc1C(=O)N1CC(=O)Nc2ccc(F)cc2C1c1ccccc1 (stereo not drawn),5,103,18,-1,2,-1,104,14,-8
Cc1cc(NC(=O)CSc2ccc3nnc(-c4cccc(F)c4)n3n2)no1,5,105,22,-1,3,-2,100,-7,-2
CN1C(=S)SC(/[N+]([O-])=C\c2ccco2)C1(C)C (stereo not drawn),1,100,11,3,2,-7,102,-2,-26

# A portion of the library; the hit share may differ from the screen's.
